# High-throughput results deposited in PubChem by several laboratories.
# HIV fusion peptide = inhibitors of HIV fusion peptide binding, primary screen, biochemical, uHTS, fluorescence dequenching (AID 1986) | one-dose inhibition, % at 20 µM; IC50 in µM for titrated hits | cell-free peptide binding, fluorescence dequenching, 30 min; higher % means a stronger effect | 290,000 tested, 0.3% active; in the data active means inhibition mostly above about 52%, no sharp cut-off; inactive means mostly below about 76%; further: some results filed as inactive read as strong as hits
# GPR55 LPI antagonism = GPR55 antagonists blocking LPI-driven arrestin recruitment, primary screen, imaging, U2OS, beta-arrestin-GFP, LPI agonist (AID 2013) | inhibition, % at 10 µM, or IC50 in µM where a hit was titrated | 290,000 tested, 0.13% active | U2OS GPR55 beta-arrestin-GFP translocation imaging, LPI antagonism; higher % means a stronger effect;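 active means spots per cell inhibited over 60%, with over 100 cells counted and total cytoplasm intensity under 500,000; inconclusive means wells with under 100 cells, flagged as likely toxic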;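 further: U2OS cells stably carrying GPR55 and arrestin-GFP stimulated by 5 µM LPI near EC80; imaged beta-arrestin-GFP aggregate spots per cell after agonist stimulation; plate controls were LPI-stimulated DMSO wells for no effect and DMSO wells without LPI for full effect; some results filed as inactive read as strong as hits; confirmed hits need IC50 under 10 µM and bright autofluorescent wells are also inconclusive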
# Large T inhibition = SV40 large T antigen inhibitors, biochemical (AID 1903); SV40 large T antigen ATPase/helicase inhibition assay; higher % means a stronger effect; inhibition, % at 20 µM; hits with a dose series show IC50 in µM; 310,000 tested, 0.39% active; in the data active means a potency from the dose series; inconclusive means inhibition mostly from about 32% at the one dose, without a potency; inactive means the rest, 99 in 100 with inhibition below about 32%; further: strong numbers were not always called active
# GPR55 activation = selective activators of receptor GPR55 – imaging, U2OS cells, beta-arrestin-GFP redistribution, primary screen (AID 1961). U2OS GPR55 beta-arrestin-GFP redistribution imaging; higher % means a stronger effect. activation, % at 10 µM, or EC50 in µM where a hit was titrated. 290,000 tested, 0.048% active;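 active means activation above 40% with more than 50 cells counted in the well; inconclusive means wells holding fewer than 50 cells, flagged as toxic or sparse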;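 further: U2OS osteosarcoma cells stably expressing GPR55 and beta-arrestin-GFP; plate controls were DMSO negative control for no effect and LPI positive control for full effect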
# NOD2 inhibition = inhibition of NOD2-driven NF-kB reporter – cell-based, luminescence, uHTS, HEK293 (AID 1566); HEK293 NOD2/NF-kB luciferase reporter, luminescence; higher % means a stronger effect; inhibition, % at 4 µM; hits with a dose series show EC50 in µM; 290,000 tested, 0.63% active; further: many of its hits are not listed in these tables
# KOR beta-arrestin-1 = kappa opioid receptor blockers – cell-based, luminescence, uHTS (AID 1778); inhibition, % at 10 µM, or IC50 in µM where a hit was titrated; 290,000 tested, 0.091% active; KOR beta-arrestin recruitment, luminescence, antagonist mode; higher % means a stronger effect; further: strong numbers were not always called active
# NOD1 NF-kB reporter = inhibition of NOD1-driven NF-kB reporter – cell-based, luminescence, uHTS, primary screen (AID 1578); NOD1-driven NF-kB luciferase reporter cells, luminescence; higher % means a stronger effect; inhibition, % at 4 µM; hits with a dose series show EC50 in µM; 290,000 tested, 1% active; in the data active means inhibition mostly above about 36%, no sharp cut-off; inactive means mostly below about 34%;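 further: HEK-293T reporter cells stimulated with the NOD1 agonist gamma-tri-DAP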
# MgcRacGAP inhibition = MgcRacGAP GTPase-activating activity inhibitors, confirmation, biochemical, ADP Hunter fluorescence; MgcRacGAP-stimulated Rac1 GTP hydrolysis, ADP Hunter fluorescence; higher % means a stronger effect; GST-tagged Rac1 F28L mutant substrate; inhibition, % at 30 µM; hits with a dose series show IC50 in µM; 340,000 tested, 0.6% active;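 active means first-screen hits whose inhibition reached a set limit at any dose in the follow-up dose series; inconclusive means inhibition above the set first-screen limit but never retested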;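 further: fluorescence reports GDP produced by GAP-driven GTP hydrolysis; strong numbers were not always called active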
# KOR beta-arrestin-2 = kappa opioid receptor activators – cell-based, luminescence, uHTS, primary screen (AID 1777); KOR beta-arrestin recruitment, luminescence; higher % means a stronger effect; activation, % at 10 µM; hits with a dose series show EC50 in µM; 280,000 tested, 0.02% active; in the data active means activation above about 50%, passing the limit was not always enough; further: a part of the inactive calls stands beside numbers as strong as those of hits
# An asterisk follows results filed as active; ? = inconclusive; / = no result given; & = joins results of further samples; [ ] = another dose, or the depositor's remark. Unless noted, no stated cut-off is given here; in the data, active means inhibition above about 50%; inactive means the rest. This is a subset, so the mix of outcomes need not match the whole.
nr	structure	KOR beta-arrestin-2	GPR55 activation	MgcRacGAP inhibition	KOR beta-arrestin-1	Large T inhibition	HIV fusion peptide	GPR55 LPI antagonism	NOD2 inhibition	NOD1 NF-kB reporter
1	CCOC(=O)N1CCC(N(CCN(C)C)C(=S)Nc2cc(Cl)ccc2C)CC1	0.9%	0.1%	15%	-1%	12%	-1.2%	1%	-11%	12%
2	CCN(CC)c1ccc(/C=C2\C(=O)c3ccc(C(=O)O)cc3C2=O)cc1	-3.5%	0.1%	85µM*	-4%	?	151%	0%	0%	-26%
3	CCOC(=O)C1=C(c2ccccc2)Nc2ncnn2C1c1cc(OC)ccc1OC (stereo not drawn)	1.1%	0.2%	3%	-4%	9%	-3.0%	1%	4%	-2%
4	O=C1CCCN2N=C(SCC(=O)Nc3ccc(F)cc3F)SC2=N1	2.2%	/	6%	-2%	5%	-0.4%	-2%	-1%	-14%
5	COc1ccccc1CN1C(=O)CN(C2CCCCCC2)C(=O)C1c1ccc(F)cc1 (stereo not drawn)	-3.9%	-0.1%	1%	-2%	2%	-1.4%	2%	7%	-19%
6	S=C(NCc1ccccc1)N1CCN(Cc2ccc3c(c2)OCO3)CC1	6.2%	-0.1%	3%	-57%[20 µM]	2%	-1.5%	-2%	-25%	-18%
7	CC(C)OCCCNC(=O)c1cc2c(=O)n(C)c3ccccc3c2n1C	9.3%	-0.2%	12%	1%	7%	-0.9%	9%	9%	-8%
8	COc1ccc2[nH]cc(CCNC(=O)C3CC(=O)N(c4ccc(Cl)cc4)C3)c2c1 (stereo not drawn)	4.5%	-0.2%	3%	-12%	13%	-2.5%	2%	-18%	20%
9	CC(NC(=O)c1cccs1)C1CCCO1 (stereo not drawn)	3.2%	-0.1%	7%	-10%	27%	-1.0%	28%	-15%	-20%
10	CSc1ccc(C2Nc3cccc4cccc(c34)N2)cc1	-4.1%	-0.2%	21%	-22%[20 µM]	15%	19%	9%	9%	-1%
11	CC(C)C(=O)Nc1nnc(CCc2ccccc2)s1	-3.4%	-0.1%	9%	25%	-2%	-0.5%	78%	-2%	9%
12	NC(=O)c1cccnc1Oc1ccccc1	-2.9%	0.4%	6%	21%	3%	-1.9%	-1%	5%	4%
13	Cc1ccc2[nH]c(C(=O)N/N=C/c3ccccc3C(=O)O)c(-c3ccccc3)c2c1	3.2%	0.0%	16%	32%	-3%	17%	-9%	-4%	6%
14	Cc1[nH]n(C(C)(C)C)c(=O)c1Sc1ccccc1	-1.4%	-0.1%	4%	-3%	19%	-3.1%	-4%	14%	/
15	O=C(Cc1ccccc1)NCCC1=CCCCC1	-0.2%	0.1%	7%	-17%	7%	2.9%	1%	12%	-21%
16	CCC(=O)Oc1ccc2c(c1)O/C(=C\c1ccco1)C2=O	3.1%	-0.1%	/	22%	20%	41%	2%	6%	-2%
17	Cc1ccc(S(=O)(=O)N(C)c2ccc(OCC(=O)Nc3nnc(C4CC4)s3)cc2)cc1	1.2%	-0.3%	6%	-11%	3%	-2.8%	10%	29%	3%
18	CCCCC(=O)Nc1sc2c(c1C(N)=O)CCC2	-19%	-0.1%	6%	27%	13%	-0.6%	2%	3%	-19%
19	O=C(O)/C(=C/c1ccco1)NC(=O)c1ccc(Br)o1	-2.7%	-0.1%	16%	-2%	6%	3.7%	-5%	-3%	-27%
20	CCCCOC(=O)c1ccc(N2C(=O)CC(N3CCN(C/C=C/c4ccccc4)CC3)C2=O)cc1 (stereo not drawn)	4.9%	-0.1%	12%	-22%	6%	-0.5%	8%	0%	-16%
21	CCOc1ccc(/C=N/n2nnnc2N)cc1OCC	-4.2%	-0.1%	10%	-4%[20 µM]	5%	1.2%	-4%	4%	19%
22	CCOC(=O)C1CCN(C(=O)C2(NC(=O)Nc3ccccc3Cl)CCCCC2)CC1	0.1%	-0.1%	7%	30%	-6%	-2.4%	4%	0%	7%
23	COc1ccccc1N1CCN(C(CNS(=O)(=O)c2cccs2)c2cccnc2)CC1 (stereo not drawn)	-2.6%	-0.1%	5%	26%	7%&5%	-2.7%	-10%	3%	/
24	CCOC(=O)Cc1c(Sc2ccccc2)c2cc(C)ccc2n1C	0.8%	-0.1%	10%	26%	7%	2.0%	1%	18%	-3%
25	Cc1ccc2c(c1)C(c1ccc([N+](=O)[O-])cc1)=NNC(c1ccc(Br)cc1)=N2	8.2%	0.2%	1%	26%	9%	0.5%	7%	-43%	-32%
26	CNc1ccc(Br)cc1C(O)c1ccccc1 (stereo not drawn)	2.6%	-0.2%	10%	-2%	6%	-1.8%	-5%	-5%	3%
27	O=C(Nc1ccc(OCC(F)(F)C(F)F)c(C(F)(F)F)c1)c1ccccc1O	6.6%	0.1%	10%	-17%	4%	9.3%	4%	30%	77%*
28	COc1ccc(C(=O)Nc2ccccc2N2CCCC2)cc1	-1.8%	-0.1%	5%	-31%	5%	0.1%	-3%	3%	-9%
29	Cc1cc(O)c(-c2ccno2)cc1Cl	2.4%	0.4%	5%	31%	0%	-2.7%	9%	16%	-8%
30	COc1ccc(N2C(=O)C(OC(C)=O)C2c2ccc(C)cc2)cc1 (stereo not drawn)	7.2%	1.0%	1%	-11%	-1%	13%	10%	10%	-15%
31	CCOC(=O)C1=C(C)OC(N)=C(C#N)C1c1cccs1 (stereo not drawn)	3.1%	-0.2%	/	-38%	2%	0.1%	-10%	-16%	-32%
32	CC(/C=C1\N=C(SCc2ccccc2)SC1=O)=C\c1ccccc1	-4.9%	0.6%	3%	-2%	6%	11%	5%	1%	-23%
33	Cc1ccc(C(C)NC(=O)/C(C#N)=C\c2c(C)[nH]c3ccccc23)cc1 (stereo not drawn)	4.5%	-0.2%	1%	-66%	9%	-2.0%	-2%	8%	1%
34	O=Cc1cccc(OC(=O)c2ccc(Cl)cc2Cl)c1	-3.6%	0.5%	/	-42%	6%	-1.0%	10%	-44%	-62%
35	CCC/C(O)=C1\C(=O)CC(c2ccccc2)CC1=NC (stereo not drawn)	5.9%	-0.2%	5%	0%	9%	-0.9%	-18%	5%	-23%
36	O=C(CCS(=O)(=O)c1cccc2nsnc12)N1CCN(Cc2ccc3c(c2)OCO3)CC1	3.5%	0.3%	6%	-3%	3%	1.2%	14%	14%	17%
37	COc1ccc(CCNC(=O)Nc2ccc(F)cc2F)cc1OC	-4.2%	-0.1%	5%	-18%	-2%	-0.6%	7%	15%	-3%
38	CC(=O)Nc1ccc(S(=O)(=O)NC2(C(F)(F)F)C(=O)Nc3c2c(=O)n(C)c(=O)n3C)cc1 (stereo not drawn)	13%	-0.1%	6%	-18%	9%	-2.4%	12%	-4%	-4%
39	Cn1cc(CN2C[C@]3(C)C[C@H]2CC(C)(C)C3)c(-c2ccc3c(c2)OCCO3)n1	-3.2%	0.1%	2%	-3%	3%	0.3%	0%	0%	-18%
40	CCOC(=O)C1CCN(CC(O)COCc2ccccc2)CC1 (stereo not drawn)	2.0%	-0.1%	?	-3%	-12%	-2.0%	-1%	-20%	35%*
41	O=C(Nc1cccc(S(=O)(=O)NC2=NCCC2)c1)c1cc(-c2ccco2)nc2ccccc12	-1.8%	-0.1%	23%	32%	23%	38%	3%	3%	2%
42	COC(=O)COc1cccc2c(=O)n(CC(=O)N3CCCCC3)ccc12	0.0%	0.3%	6%	-5%	11%	-2.9%	-16%	-12%	4%
43	Cc1cc(C)nc(-n2ncc3c2CC(C)CC3=O)n1 (stereo not drawn)	-0.9%	0.4%	/	-4%	13%	0.8%	-4%	-8%	-7%
44	CN1C(c2ccc(F)cc2)=CS/C1=C(\C#N)c1nnc2n1-c1ccccc1SC2	6.3%	-0.2%	1%	17%	-6%	5.1%	4%	5%	-21%
45	CC(=O)NCC(=O)N(Cc1ccco1)C1(C(=O)NC2CCCC2)CCCCC1	-6.3%	-0.3%	5%	-3%	-1%	2.5%	2%	7%	-12%
46	CN(C)c1ccc(C(=O)/C=C/c2ccc(Br)cc2)cc1	-1.9%	-0.2%	5%	19%	2%	2.6%	-2%	-53%	-22%
47	Cc1nc2ccc(NC(=O)COc3ccccc3)cc2s1	-3.3%	1.1%	-4%	12%	4%	0.0%	18%	-22%	-47%
48	Cc1nn(-c2ccccc2)nc1CNC(=O)c1ncoc1-c1ccccc1	6.2%	-0.2%	5%	-40%	2%	1.1%	-6%	11%	-4%

# Compounds shown so far containing two or more sulfur atoms (6):
nr	structure	KOR beta-arrestin-2	GPR55 activation	MgcRacGAP inhibition	KOR beta-arrestin-1	Large T inhibition	HIV fusion peptide	GPR55 LPI antagonism	NOD2 inhibition	NOD1 NF-kB reporter
4	O=C1CCCN2N=C(SCC(=O)Nc3ccc(F)cc3F)SC2=N1	2.2%	/	6%	-2%	5%	-0.4%	-2%	-1%	-14%
17	Cc1ccc(S(=O)(=O)N(C)c2ccc(OCC(=O)Nc3nnc(C4CC4)s3)cc2)cc1	1.2%	-0.3%	6%	-11%	3%	-2.8%	10%	29%	3%
23	COc1ccccc1N1CCN(C(CNS(=O)(=O)c2cccs2)c2cccnc2)CC1 (stereo not drawn)	-2.6%	-0.1%	5%	26%	7%&5%	-2.7%	-10%	3%	/
32	CC(/C=C1\N=C(SCc2ccccc2)SC1=O)=C\c1ccccc1	-4.9%	0.6%	3%	-2%	6%	11%	5%	1%	-23%
36	O=C(CCS(=O)(=O)c1cccc2nsnc12)N1CCN(Cc2ccc3c(c2)OCO3)CC1	3.5%	0.3%	6%	-3%	3%	1.2%	14%	14%	17%
44	CN1C(c2ccc(F)cc2)=CS/C1=C(\C#N)c1nnc2n1-c1ccccc1SC2	6.3%	-0.2%	1%	17%	-6%	5.1%	4%	5%	-21%
